# Efflux pump inh: blocks antifungal efflux pumps in multiplex yeast assay | inhibition, % at 10 µM | actives 0.44% (n = 330,000) | S. cerevisiae Candida pump triplex, Nile Red efflux;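 active = plate passing quality check with inhibition over a set limit, or well fluorescence over plate mean plus 4 SD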;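 also: Nile Red retained in pooled yeast measured as flow cytometry median fluorescence; 0% = buffer negative control and 100% = Enniatin B positive control; higher means more Nile Red kept so more efflux inhibition; some compounds called inactive have numbers as strong as hits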
# EBNA-1 inh: blocks EBNA-1 binding to DNA; EBNA-1 DNA binding, fluorescence polarization; inhibition, % at 14.8 µM; actives 0.34% (n = 300,000); AID 1950; in the data active = inhibition above about 28%
# GLD-1 RNA inh: GLD-1-TGE RNA interaction inhibition (C. elegans); inhibition, % at 5.96 µM; actives 0.44% (n = 320,000); Q17339; purified GLD-1 + fluorescein TGE RNA, fluorescence polarization;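 active = percent inhibition above a per-plate cutoff, the plate mean of test compounds plus 3 SD, cut at about 30% in these data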;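 also: 0% = DMSO wells with GLD-1 and probe and 100% = wells lacking GLD-1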
# CR mimetic SO: yeast age-related superoxide inhibition as caloric restriction mimetic; S. cerevisiae aged cells, superoxide DHE fluorescence; hits give low values; superoxide response (% of plate mean), % at 10 µM; AID 2690; actives 0.18% (n = 330,000);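 active = superoxide response under a set limit, about three screen SD below normal, cut at about 65% in these data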;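 also: yeast aged for seven days with compound at 30 °C before DHE staining; 100% = average MFI of all compound-treated wells on the plate with controls excluded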
# MEX-5 binding: C. elegans MEX-5 TCR-2 RNA binding activity; MEX-5/FITC-TCR2 RNA binding, fluorescence polarization; hits give low values; AID 1832; activity score (negative = inhibition of binding), % at 10 µM; actives 0.38% (n = 300,000); Q9XUB2;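 active = inhibition past about -25% in most replicates, and total fluorescence under double the plate's negative control median, limit read from the data; inconclusive = replicates evenly split on the limit, or fluorescence at least double controls; inactive = too little inhibition in most replicates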;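 also: 0% = DMSO and -100% = 5 µM competing unlabeled TCR2 RNA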
# Target sequence (Q9XUB2 whole entry, looked up): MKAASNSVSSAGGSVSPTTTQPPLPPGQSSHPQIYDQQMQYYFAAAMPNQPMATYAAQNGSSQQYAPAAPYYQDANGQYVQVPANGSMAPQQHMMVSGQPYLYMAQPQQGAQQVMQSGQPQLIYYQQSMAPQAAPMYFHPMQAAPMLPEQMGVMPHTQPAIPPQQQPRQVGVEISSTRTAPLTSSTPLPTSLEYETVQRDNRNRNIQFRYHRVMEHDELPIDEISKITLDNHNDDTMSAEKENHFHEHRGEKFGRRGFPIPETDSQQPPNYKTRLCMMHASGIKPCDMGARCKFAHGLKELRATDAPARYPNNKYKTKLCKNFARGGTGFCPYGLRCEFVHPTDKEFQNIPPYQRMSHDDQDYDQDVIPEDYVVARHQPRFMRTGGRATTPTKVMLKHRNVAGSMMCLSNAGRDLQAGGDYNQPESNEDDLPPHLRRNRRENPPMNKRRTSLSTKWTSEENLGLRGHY
# Fam108B inh: Fam108B inhibition, counter-screen for RBBP9 inhibitors; recombinant Fam108B, FP-Rh probe fluorescence polarization; inhibition, % at 9.51 µM; actives 0.33% (n = 300,000);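 active = inhibition above the screen mean inhibition plus 3 SD, computed separately per campaign, cut at about 18% in these data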;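 also: inhibitors lower polarization as less probe binds the enzyme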
# MCL1-BIM inh: MCL1-BIM-BH3 interaction inhibition (human); Q07820; GST-MCL1 / FITC-Bim-BH3 fluorescence polarization; inhibition, % at 10.9 µM; actives 0.68% (n = 320,000); AID 2057;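 active = inhibition above the mean inhibition of all tested compounds plus 3 SD, set per campaign, cut at about 40% in these data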;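 also: 0% = DMSO wells and 100% = unlabeled Bim-BH3 peptide control; higher means more loss of mP so more displacement of Bim peptide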
# Target sequence (Q07820 whole entry, looked up): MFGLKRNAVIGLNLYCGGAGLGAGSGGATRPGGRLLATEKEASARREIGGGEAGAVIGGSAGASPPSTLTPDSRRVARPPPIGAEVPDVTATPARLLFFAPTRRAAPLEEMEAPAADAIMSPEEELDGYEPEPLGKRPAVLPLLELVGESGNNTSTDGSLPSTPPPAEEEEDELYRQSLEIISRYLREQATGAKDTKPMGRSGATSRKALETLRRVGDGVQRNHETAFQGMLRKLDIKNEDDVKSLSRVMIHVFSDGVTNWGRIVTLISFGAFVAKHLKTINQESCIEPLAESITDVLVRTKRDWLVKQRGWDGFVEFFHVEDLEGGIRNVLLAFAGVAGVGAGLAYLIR
# Bcl-xL primary: Bcl-xL (human) inhibition. inhibition, % at 10.9 µM. GST-Bcl-xL / FITC-Bim BH3 peptide fluorescence polarization. actives 0.7% (n = 320,000). Q07817. AID 2129;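 active = inhibition above the mean of all tested compounds plus 3 SD, cutoff set per campaign, cut at about 30% in these data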;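 also: 0% = DMSO wells and 100% = unlabeled Bim-BH3 peptide competitor; inhibitors lower millipolarization by displacing the labeled peptide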
# ZTA counter: counter-screen for EBNA-1 inhibitors: inhibitors of Epstein-Barr virus ZTA. P03206. ZTA-DNA binding, fluorescence polarization. inhibition, % at 11 µM. actives 0.15% (n = 320,000); in the data active = inhibition above about 33%
# Active calls of the source: *; ? = inconclusive; · = no result given. This is a random part of the collection, and some 2.3% of all compounds hit somewhere here.
# Preview:
1: CC1(C)O[C@@H]2[C@@H](CO[C@@]3(COS(N)(=O)=O)OC(C)(C)O[C@@H]23)O1
2: CCOC(=O)C1C(=O)CC(C)(O)C(C(=O)OCC)C1c1cc(Br)ccc1OC (configuration not stated)
3: O=C(Nc1nnc(C2CC2)s1)c1ccc(Cl)nc1
4: COCC(=O)N(c1ccc(C(C)C)cc1)C1C=CS(=O)(=O)C1 (configuration not stated)
5: Cc1ccc(C(=O)Nc2ccc(S(=O)(=O)N3CCOCC3)cc2)cc1

Screen / compound no.	1	2	3	4	5
Efflux pump inh	0.1	0.4	0.0	0.0	-0.1
EBNA-1 inh	-4	1	·	-5	2
GLD-1 RNA inh	4	4	0	7	9
CR mimetic SO	103	106	104	111	103
MEX-5 binding	0.9	3.1	·	0.5	0.4
Fam108B inh	-3	-1	·	-2	-3
MCL1-BIM inh	5	1	178*	1	0
Bcl-xL primary	-3	4	1	-2	2
ZTA counter	-2	4	-11	-8	-11

# The whole of this part, from the first entry:
1: CC1(C)O[C@@H]2[C@@H](CO[C@@]3(COS(N)(=O)=O)OC(C)(C)O[C@@H]23)O1
2: CCOC(=O)C1C(=O)CC(C)(O)C(C(=O)OCC)C1c1cc(Br)ccc1OC (configuration not stated)
3: O=C(Nc1nnc(C2CC2)s1)c1ccc(Cl)nc1
4: COCC(=O)N(c1ccc(C(C)C)cc1)C1C=CS(=O)(=O)C1 (configuration not stated)
5: Cc1ccc(C(=O)Nc2ccc(S(=O)(=O)N3CCOCC3)cc2)cc1
6: CCc1cccc(N(C(=O)c2csnn2)C(C(=O)NC(C)(C)C)c2ccncc2)c1 (configuration not stated)
7: CCOC(=O)CN1C(=O)N[C@@H](c2ccco2)C(C(=O)OC)=C1C
8: N#CCSC1=Nc2ccccc2C2=NC(CCC(=O)N3CCN(c4ccccc4)CC3)C(=O)N12 (configuration not stated)

Screen / compound no.	1	2	3	4	5	6	7	8
Efflux pump inh	0.1	0.4	0.0	0.0	-0.1	0.1	0.2	0.0
EBNA-1 inh	-4	1	·	-5	2	-12	-4	-5
GLD-1 RNA inh	4	4	0	7	9	3	3	1
CR mimetic SO	103	106	104	111	103	91	101	99
MEX-5 binding	0.9	3.1	·	0.5	0.4	-0.6	-3.4	1.1
Fam108B inh	-3	-1	·	-2	-3	0	-1	3
MCL1-BIM inh	5	1	178*	1	0	5	7	7
Bcl-xL primary	-3	4	1	-2	2	4	7	9
ZTA counter	-2	4	-11	-8	-11	11	-3	10

# The list goes on; the last two above are carried over.
7: CCOC(=O)CN1C(=O)N[C@@H](c2ccco2)C(C(=O)OC)=C1C
8: N#CCSC1=Nc2ccccc2C2=NC(CCC(=O)N3CCN(c4ccccc4)CC3)C(=O)N12 (configuration not stated)
9: COc1ccc(CNc2c(CO)cnc3c2cnn3C)cc1
10: O=C(COC(=O)c1cccc(S(=O)(=O)N2CCc3ccccc32)c1)Nc1ncc(C(F)(F)F)cc1Cl
11: CC(C)(C)S(=O)(=O)c1nc2ccccc2s1
12: Cc1ccc(-c2cnc(SCC(=O)N3CCCc4ccccc43)n2C)cc1
13: CC(C)Oc1ccc(/C=C(/NC(=O)c2ccccc2)C(=O)NCCC(=O)O)cc1
14: O=C(Nc1nc(-c2ccc(S(=O)(=O)N3CCCC3)cc2)cs1)c1ccco1
15: O=c1[nH]cc(COCc2ccccc2)c(=O)[nH]1
16: CCN(CC)C(=O)c1cccc2c1C(=O)c1ccccc1-2

Screen / compound no.	7	8	9	10	11	12	13	14	15	16
Efflux pump inh	0.2	0.0	-0.3	-0.2	0.1	0.2	-0.2	0.0	-0.1	0.1
EBNA-1 inh	-4	-5	-2	-5	-6	-3	-3	0	3	1
GLD-1 RNA inh	3	1	3	2	2	-6	5	-5	3	4
CR mimetic SO	101	99	104	92	84	110	87	111	93	101
MEX-5 binding	-3.4	1.1	-2.2	0.6	-0.9	·	1.7	-1.9	-1.1	0.0
Fam108B inh	-1	3	1	-5	-1	2	1	-12	-3	2
MCL1-BIM inh	7	7	1	-4	4	-6	3	4	0	-3
Bcl-xL primary	7	9	8	-1	5	-7	8	12	-2	0
ZTA counter	-3	10	-13	4	-8	1	-1	2	2	2

17: O=C1c2ccccc2N(Cc2ccc(Cl)cc2)C2=NCCN12
18: COc1ccc([C@@H]2C=C(C(=O)O)O[C@H](OCCCCO)C2)cc1
19: O=C(Nc1nccs1)c1c(O)c2c([nH]c1=O)CCCC2
20: Cc1nn(-c2ccccc2)c(N2CCCC2)c1/C=C1\N=C(c2ccc(F)cc2)OC1=O
21: Cc1cc(S(=O)(=O)Nc2ccc(C(=O)NCCCn3ccnc3)cc2)ccc1F
22: CC1(C)Cc2c(c(N3CCOCC3)nc3sc(C(=O)Nc4ccc(Cl)cc4)c(N)c23)CO1
23: Cc1ccc(CNC(=O)COC(=O)CCC(=O)c2cccs2)cc1
24: Cc1nnc(SCc2cnc(-c3ccccc3)o2)[nH]c1=O

Screen / compound no.	17	18	19	20	21	22	23	24
Efflux pump inh	0.0	0.0	0.1	-0.1	0.0	-0.1	0.5	0.0
EBNA-1 inh	-9	-3	3	9	-6	-11	0	2
GLD-1 RNA inh	1	-2	7	-5	5	1	3	0
CR mimetic SO	112	91	104	113	102	100	98	99
MEX-5 binding	3.0	-0.4	-2.7	?	2.4	-2.1	1.8	-4.1
Fam108B inh	0	0	5	-4	2	3	1	1
MCL1-BIM inh	7	-2	2	-17	-5	-3	2	9
Bcl-xL primary	4	-2	3	1	3	-1	3	7
ZTA counter	-12	7	3	-7	7	-10	11	0

25: C=CCNC(=O)c1ccncc1
26: O=C(CCS(=O)(=O)c1ccc2c(c1)NC(=O)CO2)NCCc1ccc(Cl)cc1
27: CCOC1=C/C(=C/c2c(N)n3nc(S(=O)(=O)CC)sc3nc2=O)C=CC1=O
28: CSCCC(NC(=O)c1ccc([N+](=O)[O-])cc1Cl)C(=O)OCC(=O)NC(=O)CN1CCCC1=O (configuration not stated)
29: CCc1ccc(C(=O)C(C)OC(=O)Cn2cnc3c2c(=O)n(C)c(=O)n3C)cc1 (configuration not stated)
30: CC1CCN(S(=O)(=O)c2ccc(NC(=O)N3c4ccccc4Sc4ccccc43)cc2)CC1
31: CN(C)CCCCOc1ccc(Br)cc1Cl
32: COC(=O)Cn1cnc2c(nnn2-c2ccc(F)cc2)c1=O

Screen / compound no.	25	26	27	28	29	30	31	32
Efflux pump inh	0.5	-0.8	0.1	0.1	0.1	0.1	0.0	0.0
EBNA-1 inh	-8	9	2	-1	-13	10	4	1
GLD-1 RNA inh	-3	5	-33	10	-3	10	1	3
CR mimetic SO	115	108	119	104	115	96	80	98
MEX-5 binding	0.7	-1.6	40	2.2	-3.7	1.7	-0.7	-1.0
Fam108B inh	-1	4	5	1	4	-14	3	0
MCL1-BIM inh	6	2	-16	0	1	1	-3	8
Bcl-xL primary	5	5	-8	5	4	7	2	3
ZTA counter	-2	9	4	-4	0	-25	-4	3

33: Cc1cc(C)nc(N/N=C/c2ccccc2OCc2ccc(Cl)cc2)n1
34: Cc1ccc(-c2nc3ccccc3c(=O)n2NC(=O)c2cccs2)cc1
35: Cc1oc(C(C)(C)C)c(CN2CCOCC2)c1C(=O)O
36: S=C1CCC(c2ccc(Cl)cc2)=NN1c1ccccc1
37: COc1ccccc1-n1c(SCC(=O)Nc2ccc(F)cc2)nc2c(c1=O)SCC2
38: CC(=O)Nc1ccc(Nc2nc3ccccc3nc2NS(=O)(=O)c2ccccc2)cc1
39: CC1CC(C)CN(C(=O)CN(C)S(=O)(=O)c2ccc3c(c2)c(=O)n(C)c(=O)n3C)C1 (configuration not stated)
40: COC(=O)Nc1ccc(S(=O)(=O)NCc2ccccn2)cc1

Screen / compound no.	33	34	35	36	37	38	39	40
Efflux pump inh	-2.4	-0.2	0.0	0.0	0.0	0.1	0.0	-0.2
EBNA-1 inh	-5	0	2	5	-8	9	-2	-4
GLD-1 RNA inh	1	0	14	4	1	-7	-1	-11
CR mimetic SO	116	108	96	96	102	101	90	93
MEX-5 binding	0.6	-1.3	0.0	-2.1	-1.1	-2.0	-0.7	2.2
Fam108B inh	0	6	8	-3	-3	4	5	-1
MCL1-BIM inh	7	-2	0	0	4	1	6	8
Bcl-xL primary	0	-2	4	5	6	5	2	0
ZTA counter	-6	-14	7	-1	0	0	-7	-20

41: CCOC(=O)C1(CC2CCCCO2)CCN(Cc2nc3ccccc3nc2C)CC1 (configuration not stated)
42: CCCCN1C2CCCC1CC(NC(=O)c1ccccc1Cl)C2 (configuration not stated)
43: C[C@H](NC(=O)c1nc[nH]c1C(=O)NC(c1ccccc1)c1ccccc1)C(=O)OCc1ccccc1
44: CCCOc1ccc(CCC(=O)N/N=C/c2ccco2)cc1
45: O=C(COC(=O)c1ccc[nH]c1=O)NCC12CC3CC(CC(C3)C1)C2
46: COc1ccccc1N1C(=O)CC1(C#N)c1ccc(OCc2ccccc2)cc1 (configuration not stated)
47: COc1ccc(N(CC(=O)N2CCN(c3cccc(C)c3)C(C)C2)S(=O)(=O)c2c(C)n[nH]c2C)cc1 (configuration not stated)
48: CCCCNC(=O)c1ccc(N2CCOCC2)c(NS(=O)(=O)c2ccc(OC)cc2)c1
49: O=C(CCSCc1ccccc1F)NCc1cccnc1
50: O=C(CCC(=O)n1ncc2ccccc21)NCc1ccc(F)cc1

Screen / compound no.	41	42	43	44	45	46	47	48	49	50
Efflux pump inh	0.1	0.0	-0.1	0.2	-0.1	-0.3	0.1	0.0	0.0	-0.1
EBNA-1 inh	-2	-3	3	-6	·	5	-2	-5	4	-3
GLD-1 RNA inh	-10	4	10	4	4	7	-3	0	-4	4
CR mimetic SO	94	98	105	102	106	104	95	94	100	105
MEX-5 binding	0.6	-0.2	-1.0	0.6	·	2.9	-0.7	0.4	1.3	0.8
Fam108B inh	-3	0	-18	1	·	-8	-1	-2	-11	3
MCL1-BIM inh	-3	3	-3	3	0	0	-3	3	-5	5
Bcl-xL primary	1	3	4	0	0	2	-2	8	2	-1
ZTA counter	-2	5	-17	6	17	9	-10	0	6	2

# Bioassay records from PubChem BioAssay.
